NCOA1 inh – inhibitors of human steroid receptor coactivator 1 (SRC1). AID 588354. Q15788. HEK293 GAL4-SRC1 luciferase reporter, luminescence. inhibition, % at 3.6 µM. hit rate 0.12% among 360,000;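 active = inhibition above the campaign mean plus 3 SD, with each screening campaign given its own cutoff, cut at about 60% in these data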;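 note: 0% = DMSO treated cells and 100% = gossypol at 36 µM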
TWEAK-Fn14 inh – blocks TWEAK-Fn14 interaction in a reporter cell assay; TWEAK-stimulated Fn14 reporter cells, luciferase luminescence, 8 h; inhibition, % at 10 µM; hit rate 2% among 360,000; in the data active = inhibition above about 50%
CF NFkB inh – blocks PAF-induced NF-kB reporter in cystic fibrosis cells; inhibition, % at 5 µM; hit rate 0.86% among 360,000; AID 588850; KKLEB NF-kB-GFP reporter, GFP fluorescence overnight;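 active = at least 50% inhibition at 5 µM, scaled per plate between neutral and stimulator controls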;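 note: PAF is a Pseudomonas aeruginosa culture filtrate used as stimulus; plate controls were PAF-stimulated DMSO wells for no effect and unstimulated DMSO wells for full effect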
Shn3 inh set2 – reduces Shn3 3'UTR luciferase signal in osteoblasts. Clone20 osteoblast Shn3 3'UTR firefly luciferase, 24 h. inhibition, % at 12.5 µM. hit rate 0.52% among 360,000. AID 588674;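 active = mean inhibition of at least 75% with every replicate also reaching 75%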;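 note: 0% = median of neutral control wells and 100% = pilot-screen positive control compound; some compounds past the cut are filed as inactive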
NR2F2 inh – inhibitors of human COUP-TFII (NR2F2); inhibition, % at 8.6 µM; HEK293T NGFI-A luciferase reporter, luminescence; hit rate 0.7% among 370,000;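 active = inhibition above a per-plate cutoff, mean inhibition of test wells between control levels plus 3 SD, cut at about 38% in these data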;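 note: cells cotransfected with COUP-TFII expression vector driving the NGFI-A reporter; 0% = median of COUP-TF2 test wells and 100% = reporter-only cells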
KKLEB cytotox – counter-screen for CF NF-kB inhibitors: cytotoxicity; KKLEB CF airway cells viability, ATPlite luminescence, overnight; active compounds read low; cells stimulated with P. aeruginosa culture filtrate; activity change (cytotoxicity), % at 5 µM; hit rate 0.36% among 360,000; AID 602141;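 active = corrected activity change at or below -50% at 5 µM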
TROY signal inh – blocks TROY-dependent signaling in reporter cells; Q293 LMP1-TROYcd NF-kB luciferase reporter, 4 h; inhibition, % at 10 µM; hit rate 0.98% among 360,000; AID 1347056;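 active = compounds whose plate-normalised and pattern-corrected inhibition of the luciferase reporter signal at the single screening dose is 50% or more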
TRAIL sens C8 – sensitizes caspase-8 expressing cells to TRAIL | NB7+C8 cells + TRAIL, ATPlite viability luminescence | inhibition (viability loss, TRAIL sensitization), % at 10 µM | hit rate 1% among 360,000;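 active = compounds causing at least 50% loss of cell viability in the single-dose screen, relative to plate controls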
LMP1 NFkB inh – Epstein-Barr LMP1 NF-kappaB reporter inhibition. hit rate 0.69% among 350,000. LMP1-induced NF-kappaB luciferase reporter cells, luminescence. inhibition, % at 12.5 µM; in the data active = inhibition above about 41%;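 note: 0% = neutral control wells and 100% = reference inhibitor control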
SRC3 inh – inhibits human SRC3 coactivator; Q9Y6Q9; HEK293 GAL4-SRC3 luciferase reporter, luminescence; inhibition, % at 3.6 µM; hit rate 0.17% among 360,000; AID 588352;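 active = inhibition above a per-campaign cutoff, the mean of all compounds plus 3 SD, cut at about 60% in these data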;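 note: 0% = DMSO-treated cells and 100% = gossypol-treated cells at 36 µM; higher means less SRC3-driven luciferase light from the GAL4 reporter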
Target sequence (Q9Y6Q9 whole entry, looked up, the tested form may be a part): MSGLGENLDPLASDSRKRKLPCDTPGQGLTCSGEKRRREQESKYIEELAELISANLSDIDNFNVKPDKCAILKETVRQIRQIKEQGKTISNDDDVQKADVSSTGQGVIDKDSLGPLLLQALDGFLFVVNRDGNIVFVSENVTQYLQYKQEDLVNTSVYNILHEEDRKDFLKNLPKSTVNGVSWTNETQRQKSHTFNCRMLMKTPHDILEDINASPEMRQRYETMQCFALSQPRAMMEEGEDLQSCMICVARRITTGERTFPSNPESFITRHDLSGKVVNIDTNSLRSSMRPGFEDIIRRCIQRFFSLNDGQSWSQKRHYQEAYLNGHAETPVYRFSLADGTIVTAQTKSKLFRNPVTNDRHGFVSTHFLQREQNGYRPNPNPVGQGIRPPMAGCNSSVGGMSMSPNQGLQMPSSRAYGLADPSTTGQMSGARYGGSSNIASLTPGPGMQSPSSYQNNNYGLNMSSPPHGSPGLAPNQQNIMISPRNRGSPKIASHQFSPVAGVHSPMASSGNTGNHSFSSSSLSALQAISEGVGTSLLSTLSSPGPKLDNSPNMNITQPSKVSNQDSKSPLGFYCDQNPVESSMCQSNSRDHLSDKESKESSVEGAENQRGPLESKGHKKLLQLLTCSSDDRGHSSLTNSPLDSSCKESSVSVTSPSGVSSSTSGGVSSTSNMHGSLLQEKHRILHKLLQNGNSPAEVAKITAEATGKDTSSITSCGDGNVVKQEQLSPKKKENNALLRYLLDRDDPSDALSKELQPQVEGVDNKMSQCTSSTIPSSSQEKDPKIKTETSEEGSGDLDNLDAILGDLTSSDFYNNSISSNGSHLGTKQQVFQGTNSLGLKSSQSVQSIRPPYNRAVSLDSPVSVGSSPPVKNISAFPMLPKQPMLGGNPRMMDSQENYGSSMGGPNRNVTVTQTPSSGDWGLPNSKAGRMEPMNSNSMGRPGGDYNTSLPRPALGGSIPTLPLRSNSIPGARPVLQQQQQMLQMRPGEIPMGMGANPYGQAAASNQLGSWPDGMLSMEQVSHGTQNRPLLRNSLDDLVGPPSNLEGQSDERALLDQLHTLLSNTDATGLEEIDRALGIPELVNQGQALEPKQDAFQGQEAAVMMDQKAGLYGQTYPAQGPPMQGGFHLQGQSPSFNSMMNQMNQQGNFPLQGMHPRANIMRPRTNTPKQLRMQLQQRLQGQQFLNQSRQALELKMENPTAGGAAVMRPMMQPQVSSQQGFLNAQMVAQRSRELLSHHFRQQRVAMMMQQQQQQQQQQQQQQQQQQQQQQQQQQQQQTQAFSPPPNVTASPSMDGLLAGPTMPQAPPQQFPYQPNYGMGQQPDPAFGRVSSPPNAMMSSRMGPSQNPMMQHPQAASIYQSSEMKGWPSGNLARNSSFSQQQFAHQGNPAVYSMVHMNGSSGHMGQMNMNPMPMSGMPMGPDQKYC
NR5A2 inv ag – suppresses constitutive activity of human LRH-1 | O00482 | HEK293T StAR-luciferase reporter, LRH-1 transfected, 24 h | hit rate 0.13% among 360,000 | AID 602396 | inhibition, % at 3.6 µM;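 active = inhibition above the mean inhibition of all tested compounds plus 3 SD, cut at about 73% in these data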;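 note: 0% = DMSO wells and 100% = reporter-only cells lacking LRH-1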
* = called active by the depositor; / = no result given. Some of the compounds tested (hit frequency here may not be typical).

SMILES	NCOA1 inh	TWEAK-Fn14 inh	CF NFkB inh	Shn3 inh set2	NR2F2 inh	KKLEB cytotox	TROY signal inh	TRAIL sens C8	LMP1 NFkB inh	SRC3 inh	NR5A2 inv ag
N#Cc1c(NC(=O)CSCC(=O)O)sc2c1CCCC2	-11	11	-7	9	-7	7	0	2	-10	14	-3
CC(C)(C)NNC(=S)Nc1cccc(F)c1	10	10	-16	-12	-12	2	-14	16	6	0	-2
COc1ccc(N2CCN(C(=O)COC(=O)CSc3ccccc3)CC2)cc1	-3	7	13	-17	8	10	-10	-21	3	2	5
Cc1ccc(CNC(=O)CCS(=O)(=O)c2cc3c(cc2C)NC(=O)CO3)cc1	-12	-3	-1	-9	5	5	-11	-6	5	-1	8
CCC(=O)Nc1ccc(NC(=O)CSc2nc3c(c(=O)n(C)c(=O)n3C)n2CC)cc1	14	-1	-17	8	-7	-6	-15	18	-2	-16	57
CCOc1ccccc1/C=N/n1nnnc1N	3	74*	-5	-6	1	4	-10	7	9	-14	9
Cc1nc(SCC(=O)NCC2CCCO2)nc(C)c1C (stereo unspecified)	-16	-6	-11	-3	9	8	5	-9	2	-14	10
O=S(=O)(c1cccs1)N1CCN(Cc2cccc(F)c2)CC1	-7	2	12	-3	0	-2	2	-12	-8	4	11
O=C(O)Cc1ccc(C(=O)c2ccc(Cl)cc2Cl)s1	-10	0	5	-7	17	-2	-16	-7	-17	-1	-1
O=C(c1ccccc1)C1OC1C(=O)c1ccccc1 (stereo unspecified)	0	70*	56*	-12	-20	-12	-63	26	29	27	29
COc1ccccc1NC(=O)c1oc2ccccc2c1C	-38	-39	-9	-71	-5	-2	-60	-17	-21	-35	8
O=C(Nc1nnc(CC(c2ccccc2)c2ccccc2)s1)c1ccco1	-22	-6	-13	11	6	-2	-6	5	2	-7	-17
O=C(CSCC(=O)N1CCOCC1)Nc1ccccc1	0	-31	-15	-1	-55	4	-12	-3	5	-8	0
NC(=S)NN=C1c2ccccc2-c2cc(Br)ccc21	-28	21	-164	-7	32	10	20	26	-32	-7	18
CC(=O)c1cn(CCOc2ccc(F)cc2)c2ccccc12	1	10	7	34	47*	-2	1	10	5	-16	12
Cc1cccc(Cc2nnc(CCC(=O)N3CCCCC3c3nccs3)o2)c1 (stereo unspecified)	7	-17	6	8	11	0	-45	-2	-12	13	-1
O=C(c1cc2ccccc2cc1O)N1CCN(c2cccc(Cl)c2)CC1	5	-8	15	7	6	12	33	7	7	-15	-19
Cc1ccc(CC(=O)NCC2CCCCC2)cc1	-49	-5	1	-41	/	-8	-17	-18	-18	-33	-60
O=C(COc1c(Cl)cc(Cl)cc1Cl)c1ccc(Cl)cc1	6	-11	5	-8	5	0	-11	-2	7	-8	4
COc1ccccc1CN1CCNC(=O)C1CC(=O)NCCCn1cccn1 (stereo unspecified)	10	-4	6	-27	-3	-1	-7	-4	0	9	3
COC(=O)c1c(C#N)c(N)nc2c1CCC2	5	17	-6	-10	-1	8	2	-8	-5	8	-16
CC(=O)N1CCN(C(=O)CN2C(=O)NC(C)(c3ccc4ccccc4c3)C2=O)CC1 (stereo unspecified)	1	8	6	6	2	7	16	-4	-1	2	20
O=C(NN=Cc1ccccc1)c1ccccc1	-95	24	14	-37	-65	10	-38	39	-4	-84	-99
Cc1oc(-c2cccc(F)c2)nc1CN1CCCN(C(=O)c2ccco2)CC1	13	2	-1	3	-3	10	12	-11	-2	-23	7
Cc1ccc(NC(=S)Nn2cnnc2)c(C)c1	2	28	2	11	12	5	-28	-9	8	13	-3
CC(C)(C)C(=O)NC1(C(F)(F)F)NC(=O)N(Cc2ccccc2)C1=O (stereo unspecified)	-2	9	2	-3	4	5	-2	-2	0	23	-6
CCOc1cc(N2CCOCC2)c(OCC)cc1NC(=O)c1cc(S(=O)(=O)N2CCOCC2)ccc1Cl	-20	-12	8	0	17	-4	8	13	6	12	4
OC[C@H]1NC[C@@H](O)[C@@H]1O	7	4	8	2	4	18	3	7	-7	6	-9
CCCCn1c(N)c(N(CC(C)C)C(=O)C2CCN(S(=O)(=O)c3ccc(F)cc3)CC2)c(=O)[nH]c1=O	-3	5	-11	-15	20	5	-11	-3	3	6	-3
O=C(Nc1ccccc1N1CCN(C(=O)c2ccccc2)CC1)c1ccco1	-15	-7	-4	13	-20	-13	3	-3	-2	14	9
Cc1cc(C(=O)Nc2ccccc2C)n(-c2ccccc2)n1	-14	-9	0	18	5	5	9	-1	4	-3	-2
Cc1ccc(S(=O)(=O)NC(=O)c2ccccc2)cc1C(C)C	7	-13	-18	0	-5	11	3	-7	1	8	2
CC1(C)C2(C#N)C(=O)NC(=O)C12C#N (stereo unspecified)	-13	7	5	-9	17	-10	-11	18	25	-13	-33
Cc1cc(C)nc(NC(N)=NCCc2c[nH]c3ccccc23)n1	17	8	5	-18	40*	4	9	2	12	25	27
N#CC(C(=O)OC1CCCCC1)c1nc2ccccc2nc1N1CCOCC1 (stereo unspecified)	-14	26	4	16	7	-15	0	1	10	11	-13
Cc1cc(C(=O)Cn2nnc3ccccc3c2=O)c(C)n1-c1ccccc1F	-29	73*	-2	42	17	-33	82*	81*	-1	-28	-121
COc1ccccc1C(=O)OCc1c(-c2ccccc2)ncc2ccccc12	2	-22	0	-2	0	12	-6	-8	-12	3	17
CCCCn1c(SCC(=O)Nc2cc(C)on2)nnc1-c1cccs1	-7	5	9	-7	0	-4	13	3	8	16	-18
COc1ccc(NC(=O)Nc2cc(NC(=O)Nc3ccc(OC)cc3)c(C)nc2C)cc1	-48	-37	-6	-5	6	21	-12	-6	10	8	-36
COc1ccc(CN=C(NS(=O)(=O)c2cccs2)SC)cc1	-6	-6	2	-21	3	-8	8	0	5	3	3
O=C(Nc1ccccc1)c1ccncc1	-6	-11	6	-8	-4	0	18	9	0	-1	-12
CCc1ccc(NC(=O)C(=O)NCCN2CCN(S(=O)(=O)c3ccccc3)CC2)cc1	3	-1	10	21	12	-2	-4	-5	1	9	-4
CC(=O)C1=C(C)N(CC2CC2)C(=O)N[C@H]1c1cccs1	-26	10	-14	-12	/	-2	9	-1	0	-5	-8
CCOC(=O)C1=C(c2ccccc2)N=c2s/c(=C\c3ccc(O)cc3)c(=O)n2C1c1cccs1 (stereo unspecified)	-24	26	12	1	17	4	3	-6	3	11	15
Cc1nn(CCc2n[nH]c(=S)n2C2CCCCC2)c(C)c1Br	5	8	13	0	-16	8	6	-5	3	-35	-7
CC(=O)c1c(N)n(C)c(=O)n(C)c1=O	-2	0	5	-15	-15	2	-11	6	-12	-23	-15
Cc1ccc(N2C(=O)/C(=C\c3ccco3)SC2=S)cc1	-38	-6	-13	-9	-6	6	-28	-25	-11	-31	-9
COCCn1c(SCC(=O)N2CCCc3ccccc32)nnc1-c1ccoc1C	-3	11	-2	-6	5	1	0	3	-2	-2	-9
O=C(O)c1cccc(Nc2nc(-c3cc4ccccc4oc3=O)cs2)c1	-101	2	-10	-13	-25	4	-26	6	-7	-117	-139
NC(N)=N/N=C/c1ccccc1OC(F)F	-40	-7	2	-4	19	-12	-2	-16	2	20	17
Cc1sc2ncnc(N(C)Cc3cccs3)c2c1C	-12	0	7	26	10	-6	25	-12	9	-19	0
O=c1[nH]c(Nc2ccccc2Cl)cc2ccccc12	-40	-5	2	-32	3	-14	0	-14	-7	-42	-20
Cc1cc(C)c(/C=N/NC(N)=O)c(C)c1/C=N/NC(N)=O	-4	-1	6	-11	-5	-8	-22	-12	-6	4	20
COc1cccc(NC(=O)CN(C)C(=O)CC2CCCCC2)c1	-18	-14	-9	1	-4	5	-6	6	-8	-5	-9
CCCOC(=O)C1=C(C)NC2=C(C(=O)C(C(=O)OC)C(C)C2)C1c1ccc(N(CC)CC)cc1 (stereo unspecified)	-8	9	-14	23	6	-3	-10	-25	8	2	-15
CC(=O)Nc1ccc(-c2nc(C)c(C(C)=O)n2O)cc1	-10	-10	-9	5	11	-5	-8	12	-18	19	15
O=[N+]([O-])c1cc(-c2ncccn2)cs1	-15	-1	-25	-8	8	4	-10	-4	4	12	4
COc1ccc(N=C2C(=Nc3ccc(OC)cc3)N(c3ccc(OC)cc3)C(=S)N2C(=O)c2ccc(OC)cc2)cc1	-32	-41	4	-23	-17	8	-25	-11	-13	-78	-36
O=C(Nc1ccccc1N1CCCCC1)c1ccccc1F	7	5	9	10	9	-8	-6	-2	-9	15	8
COc1cc2c3c([nH]c2cc1F)C(=O)NCC3	29	18	15	-11	6	5	8	-9	12	32	32

More records follow.
SMILES	NCOA1 inh	TWEAK-Fn14 inh	CF NFkB inh	Shn3 inh set2	NR2F2 inh	KKLEB cytotox	TROY signal inh	TRAIL sens C8	LMP1 NFkB inh	SRC3 inh	NR5A2 inv ag
Cc1cc(C)cc(OCc2nnc(SCC(=O)N3CCN(c4ccccc4)CC3)o2)c1	-7	18	2	29	5	0	-4	1	-4	-4	9
CC(C)C1C(=O)N(Cc2cn(CC3CCCCC3)nn2)CCS(=O)(=O)N1Cc1ccc(-c2ccccc2)cc1 (stereo unspecified)	-19	46	49	25	3	-1	18	14	9	7	8
O=c1[nH]c(=O)c2cn[nH]c2[nH]1	7	0	-8	-16	11	-6	4	-1	1	-14	5
CCC(=O)Nc1ccc(-c2nnc(SCC(=O)Nc3nccs3)n2C)cc1	2	-13	17	-30	14	11	-12	12	-5	3	11
Cc1ccc([N+](=O)[O-])cc1NC(=O)CN(C(=O)c1ccccc1Cl)C1CCCCC1	16	-1	8	-2	-2	2	12	2	-7	16	11
O=S(=O)(c1ccc2nc(Cc3cccc(C(F)(F)F)c3)[nH]c2c1)N1CCOCC1	-3	-12	9	-5	5	-10	17	3	1	16	-3
O=C(O)c1ccc(CNC(=O)C2CCN(S(=O)(=O)c3ccc4c(c3)OCCO4)CC2)cc1	7	-26	-6	-3	-2	-1	14	-16	0	16	6
COCCCN1C(=O)C(CC(=O)NCc2cccc3ccccc23)CC(C(=O)N(C(C)C)C(C)C)=C1C (stereo unspecified)	9	-28	-9	-24	-18	2	0	9	/	14	18
O=[N+]([O-])c1ccc2c(c1)C=C1CCCCC1(N1CCCC1)O2 (stereo unspecified)	1	7	-9	8	-3	5	4	-12	2	-12	3
CC1CCN(C(=O)COC(=O)Cc2ccc(Br)cc2)CC1	-4	3	-12	3	17	11	-7	-4	-3	-1	6
O=C(Nc1nnc(S(=O)(=O)N2CCCCCC2)s1)c1ccc(Br)cc1	1	-58	33	2	6	-2	1	27	-2	1	-27

Ordered by number of heavy atoms (ascending): part of the list above.
SMILES	NCOA1 inh	TWEAK-Fn14 inh	CF NFkB inh	Shn3 inh set2	NR2F2 inh	KKLEB cytotox	TROY signal inh	TRAIL sens C8	LMP1 NFkB inh	SRC3 inh	NR5A2 inv ag
O=C(Nc1nnc(S(=O)(=O)N2CCCCCC2)s1)c1ccc(Br)cc1	1	-58	33	2	6	-2	1	27	-2	1	-27
Cc1ccc([N+](=O)[O-])cc1NC(=O)CN(C(=O)c1ccccc1Cl)C1CCCCC1	16	-1	8	-2	-2	2	12	2	-7	16	11
COCCCN1C(=O)C(CC(=O)NCc2cccc3ccccc23)CC(C(=O)N(C(C)C)C(C)C)=C1C (stereo unspecified)	9	-28	-9	-24	-18	2	0	9	/	14	18
